V1R ag counter: agonists of human V1a receptor, primary screen, counter-screen for OXTR agonist project, fluorescence, CHO-V1R cells | Vasopressin V1a receptor (Homo sapiens), P37288 | Fluo-8 calcium fluorescence, agonist mode; 0% DMSO, 100% 3 nM vasopressin | activation, % at 3 µM | actives 0.25% (n = 320,000);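 active = activation above the mean activation of all tested compounds plus 3 SD, per screening run, cut at about 20% in these data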;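 note: signal is peak over basal fluorescence ratio across a 100 second FLIPR read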
GPR7 antag: GPR7 receptor antagonists, primary screen, cell-based, fluorescence, single concentration | inhibition, % at 4.4 µM | actives 1.1% (n = 290,000) | GPR7-expressing cells, fluorescence antagonist assay | Neuropeptides B/W receptor type 1 (Homo sapiens), P48145; in the data active = inhibition above about 16%, passing the limit was not always enough;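 note: cells stimulated with the agonist NPW; 0% = agonist with vehicle and 100% = vehicle without agonist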
Target sequence (P48145 whole entry, looked up): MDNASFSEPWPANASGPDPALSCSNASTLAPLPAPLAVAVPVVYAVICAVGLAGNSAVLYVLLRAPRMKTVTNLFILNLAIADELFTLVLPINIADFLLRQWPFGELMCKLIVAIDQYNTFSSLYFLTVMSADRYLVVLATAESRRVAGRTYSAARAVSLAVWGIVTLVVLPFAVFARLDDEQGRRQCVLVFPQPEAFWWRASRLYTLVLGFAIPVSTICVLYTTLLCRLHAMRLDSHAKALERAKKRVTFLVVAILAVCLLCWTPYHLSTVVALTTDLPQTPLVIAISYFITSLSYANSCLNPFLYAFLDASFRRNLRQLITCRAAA
OXTR potentiate: human OXTR potentiators, primary screen, fluorescence, CHO-OTR cells, Fluo-8 calcium; Oxytocin receptor (Homo sapiens), P30559; Fluo-8 calcium fluorescence, potentiator mode; 0% = oxytocin EC15, 100% = EC100; activation, % at 3 µM; actives 0.061% (n = 320,000); AID 2445, 2010;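 active = activation above that plate's cutoff, the mean activation of tested compounds plus 3 SD, cut at about 6.6% in these data, passing the limit was not always enough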;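 note: 100% uses oxytocin at 75 nM as the full agonist control; some results filed as inactive read as strong as hits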
Target sequence (P30559 whole entry, looked up): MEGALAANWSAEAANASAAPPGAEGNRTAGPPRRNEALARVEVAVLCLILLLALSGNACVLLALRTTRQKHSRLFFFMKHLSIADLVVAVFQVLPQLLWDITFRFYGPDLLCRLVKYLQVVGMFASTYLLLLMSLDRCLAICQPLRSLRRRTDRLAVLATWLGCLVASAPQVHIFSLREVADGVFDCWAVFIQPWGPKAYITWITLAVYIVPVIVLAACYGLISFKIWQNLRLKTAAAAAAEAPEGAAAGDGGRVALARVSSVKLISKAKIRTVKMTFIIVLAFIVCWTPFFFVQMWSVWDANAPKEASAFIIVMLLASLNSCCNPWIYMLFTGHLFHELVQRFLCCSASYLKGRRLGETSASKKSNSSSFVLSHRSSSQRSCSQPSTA
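Assay system: CHO-OTR cells, human receptor / Also added: oxytocin at about EC15, sub-maximal agonist stimulus / Dosing: single dose, 3.0 µM nominal final compound concentration / Incubation: 6 min pre-incubation, 100 s read / Technique: Fluo-8 calcium dye fluorescence / Read-out: % activation vs EC15 and EC100 oxytocin / Benchmarks: EC15 oxytocin low, 75 nM oxytocin high / Replicates: singlicate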
GalR3 antag: GalR3 antagonists in HEK293 cells, primary screen, cell-based, fluorescence readout | Galanin receptor type 3 (Homo sapiens), O60755 | HEK293 GalR3-CNG cAMP membrane potential fluorescence; galR3 body fused to GalR1 C-terminus | inhibition, % at 3 µM | actives 0.44% (n = 360,000) | AID 651719, 2012;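 active = inhibition above the screen-wide average plus 3 SD, cut at about 13% in these data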;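 note: forskolin and galanin both at EC90 stimulate the cells; cAMP rise reported by CNG channel membrane potential dye signal; 0% = forskolin plus galanin with DMSO and 100% = forskolin alone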
Target sequence (O60755 1-299 limits assumed): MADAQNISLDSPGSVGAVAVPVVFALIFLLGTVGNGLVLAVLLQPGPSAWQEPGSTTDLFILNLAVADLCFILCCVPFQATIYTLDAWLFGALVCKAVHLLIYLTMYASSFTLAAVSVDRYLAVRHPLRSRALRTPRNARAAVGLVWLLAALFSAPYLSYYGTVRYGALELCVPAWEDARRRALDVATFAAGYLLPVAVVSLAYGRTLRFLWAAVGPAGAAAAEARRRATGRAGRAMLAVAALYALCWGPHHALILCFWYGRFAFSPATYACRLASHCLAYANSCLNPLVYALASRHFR
PfM18AAP inh: PfM18AAP inhibitors, malaria aminopeptidase, primary screen, biochemical, QFRET, recombinant enzyme; M18 aspartyl aminopeptidase (Plasmodium falciparum 3D7); H-Glu-NHMec fluorogenic cleavage; inhibition, % at 7.35 µM; actives 1.2% (n = 290,000);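 active = inhibition above the campaign mean inhibition over all tested compounds plus 3 SD, cut at about 28% in these data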;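 note: 0% = plate median of test compound wells and 100% = 2 mM ZnCl2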
MEKK2 mut-MEK5: MEK5 binding signal on mutant MEKK2 PB1, primary screen, biochemical, multiplex bead flow cytometry, Alexa488-MEK5; Alexa488-MEK5 binding to MEKK2 mutant; percent response, % at 10 µM; actives 0.35% (n = 290,000); in the data active = percent response above about 24%, passing the limit was not always enough; note: inactives centre near 1; some results filed as inactive read as strong as hits; reference of the scale not given here
OXTR agonist: human OXTR agonists, primary screen, fluorescence, CHO-OTR cells, Fluo-8 calcium | Fluo-8 calcium fluorescence; normalized: DMSO 0%, oxytocin 100% | activation, % at 3 µM | actives 0.32% (n = 320,000) | AID 2435, 2010;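 active = activation above the mean of all tested compounds plus 3 SD, cutoff set per screening run, cut at about 20% in these data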;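 note: peak over basal fluorescence ratio from a 100 s FLIPR kinetic read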
NALP1 yeast inh: NALP1 inflammasome inhibitors in reconstituted yeast, colorimetric, S. cerevisiae, triplicate retest; S. cerevisiae NALP1/ASC/caspase-1 growth, X-gal OD620, 72 h; inhibition, % at 10 µM; actives 0.61% (n = 280,000); in the data active = inhibition mostly above about 24%, no sharp cut-off; inactive = mostly below about 32%; note: some compounds called inactive have numbers as strong as hits
MEKK2 WT-MEK5: modulators of MEK5 binding to wildtype MEKK2, primary screen, biochemical, multiplex bead flow cytometry, Alexa488-MEK5. Mitogen-activated protein kinase kinase kinase 2 (Homo sapiens), Q9Y2U5. Alexa488-MEK5 binding to MEKK2 WT; actives lie on both sides. binding response (% of control), % at 10 µM. actives 1.1% (n = 290,000); in the data active = binding response below about 67% or above about 130%
Active calls of the source: *; · = no result given. The order is random; overall some 4.1% were active at least once.

Sequence of screens: V1R ag counter	GPR7 antag	OXTR potentiate	GalR3 antag	PfM18AAP inh	MEKK2 mut-MEK5	OXTR agonist	NALP1 yeast inh	MEKK2 WT-MEK5
1. CCc1ccc(NC(=O)Cn2nnc(C(=O)NCc3ccc(OC)cc3)c2N)cc1
 : 0.7	-10	-3	4	-3	2	0.6	6	104
2. Clc1ccc(OCCOCCOc2cccc3cccnc23)c(Br)c1
 : 4.8	-4	1	2	-5	1	-0.3	26	109
3. COC(=O)C1C(=O)C2=C(CC1C)NC(C)=C(C(=O)OCc1ccc(OC)cc1)C2c1ccc(C)o1 (stereo unspecified)
 : 0.6	-10	-8	0	2	2	-0.3	14	99
4. COc1ccc(N2CCN(S(=O)(=O)c3ccc4c(c3)OCCO4)CC2)cc1
 : 0.2	-4	-15	-2	-1	-9	-0.5	-19	91
5. CCN(CC(=O)NCc1ccc(Cl)cc1)C(=O)CCOc1ccccc1C
 : -1.1	·	2	-3	·	·	-2.2	·	·
6. CS(=O)(=O)c1cccc(S(=O)(=O)N2CCCCCC2)c1
 : 0.2	-7	-6	1	-4	0	0.3	1	100
7. CC(=O)NNc1nc(-c2ccc(NC(C)=O)cc2)cs1
 : -0.2	21	-4	-4	31*	8	0.0	20	106
8. CN(C)S(=O)(=O)c1cccc(NC(=O)CN2C(=O)NC3(CCc4ccccc4C3)C2=O)c1 (stereo unspecified)
 : 1.4	0	-9	-7	-2	-7	0.7	15	94
9. CCOC(=O)C1CCN(c2cc(=O)n(Cc3ccc(F)cc3)c(=O)[nH]2)CC1
 : 0.9	-5	-1	·	4	4	-0.7	·	108
10. CCCCS(=O)(=O)N1C2=NC(C(=O)OC)=C(C(=O)OC)[C@@H]3N(C)c4ccc(OC)cc4[C@]23C[C@H]1C(=O)OC
 : 2.1	·	-6	·	·	3	0.5	-12	91
11. Clc1ccc(C2[C@H]3CN(Cc4cccnc4)[C@H](c4ccccc4)C34CC2(c2ccccc2)C4)cn1 (stereo partly specified)
 : 0.7	·	-7	-6	·	2	-0.7	·	98
12. COC(=O)CSc1nc(N)c(C#N)c(CC(C)C)c1C#N
 : 7.0	26*	-17	-5	-2	-2	7.1	27	91
13. CCc1ccc(NC(=O)CC2C(=O)N(c3ccc(OC)cc3)C(=O)N2CCOC)cc1 (stereo unspecified)
 : ·	-10	·	-1	-13	1	·	14	105
14. O=C(Cc1csc(N2CCOCC2)n1)N/N=C/c1ccc(Cl)cc1Cl
 : 5.8	6	-8	-3	1	-4	5.5	-6	98
15. CC(C)=CC(=O)OCc1csc(CC(=O)Nc2ccccc2C)n1
 : -0.4	-11	-2	1	-7	-1	-1.3	16	105
16. Cc1cc(Br)ccc1OCC(=O)NNC(=O)c1ccc(NC(=O)C2CC2)cc1
 : 2.3	2	-3	50*	-3	·	1.3	-9	·
17. O=C(CSc1nc2ccccc2s1)Nc1ccc(Cl)c(C(=O)O)c1
 : 0.4	-6	-13	1	7	0	0.1	11	94
18. Cc1[nH]c(=O)[nH]c(=O)c1/C=N/NC(=O)[C@@H](N)CC(C)C
 : 0.9	-11	-2	-8	5	20	2.2	·	116
19. Cc1ccc(SC(C)C(=O)O/N=C(\N)c2ccncc2)cc1 (stereo unspecified)
 : 3.2	-3	-8	0	-6	-2	-1.1	19	88
20. COc1ccc(COn2c(=O)c(C)[n+]([O-])c3ccccc32)cc1OC
 : 0.3	-8	1	5	7	8	0.5	13	109
21. O=[N+]([O-])c1c(NCCO)cc(Sc2nc3ccccc3s2)c2nonc12
 : -0.7	1	0	·	-21	-1	2.5	6	97
22. COc1ccccc1NC1SC(=O)N(c2ccccc2)C1=O (stereo unspecified)
 : -0.2	-8	-12	-6	1	4	-2.4	13	108
23. COc1ccc(N2CC(C(=O)Nc3ccc(F)cc3F)CC2=O)cc1 (stereo unspecified)
 : 0.4	-19	-11	-4	-2	4	0.1	·	104
24. Cn1nc(C(=O)NNC(=O)CCOc2ccc(C(C)(C)C)cc2)c2ccccc2c1=O
 : 2.9	·	-9	-8	·	·	0.7	·	·
25. O=C1c2cc(S(=O)(=O)N(CCO)CCO)ccc2-c2ccc(S(=O)(=O)N(CCO)CCO)cc21
 : 1.2	·	-10	0	·	·	-0.7	·	·
26. COC(=O)C1=C(N)Oc2c(oc(CO)cc2=O)C1c1ccc(F)cc1 (stereo unspecified)
 : 0.2	-7	-4	-6	-2	-13	0.2	10	100
27. COc1cccc(NC(=O)C(=O)NCCc2ccc(F)cc2)c1
 : 0.3	3	0	-7	-5	0	1.1	5	98
28. O=[N+]([O-])c1ccc(SCc2ccco2)cc1N1CCOCC1
 : -1.0	-11	-17	-1	0	-9	-2.6	16	96
29. O=C(N/N=C/C=C\c1ccccc1[N+](=O)[O-])c1cc(-c2ccc3ccccc3c2)n[nH]1
 : ·	-17	·	-7	3	0	·	33	101
30. Oc1ccc(C[C@H]2CNCCN2CC2(c3ccccc3)CC2)cc1
 : 0.7	·	-6	-6	·	·	3.1	·	·

8 entries from above, reformatted.
17. O=C(CSc1nc2ccccc2s1)Nc1ccc(Cl)c(C(=O)O)c1
18. Cc1[nH]c(=O)[nH]c(=O)c1/C=N/NC(=O)[C@@H](N)CC(C)C
19. Cc1ccc(SC(C)C(=O)O/N=C(\N)c2ccncc2)cc1 (stereo unspecified)
20. COc1ccc(COn2c(=O)c(C)[n+]([O-])c3ccccc32)cc1OC
21. O=[N+]([O-])c1c(NCCO)cc(Sc2nc3ccccc3s2)c2nonc12
22. COc1ccccc1NC1SC(=O)N(c2ccccc2)C1=O (stereo unspecified)
23. COc1ccc(N2CC(C(=O)Nc3ccc(F)cc3F)CC2=O)cc1 (stereo unspecified)
24. Cn1nc(C(=O)NNC(=O)CCOc2ccc(C(C)(C)C)cc2)c2ccccc2c1=O

compound no.	17	18	19	20	21	22	23	24
V1R ag counter	0.4	0.9	3.2	0.3	-0.7	-0.2	0.4	2.9
GPR7 antag	-6	-11	-3	-8	1	-8	-19	·
OXTR potentiate	-13	-2	-8	1	0	-12	-11	-9
GalR3 antag	1	-8	0	5	·	-6	-4	-8
PfM18AAP inh	7	5	-6	7	-21	1	-2	·
MEKK2 mut-MEK5	0	20	-2	8	-1	4	4	·
OXTR agonist	0.1	2.2	-1.1	0.5	2.5	-2.4	0.1	0.7
NALP1 yeast inh	11	·	19	13	6	13	·	·
MEKK2 WT-MEK5	94	116	88	109	97	108	104	·

Later entries
Sequence of screens: V1R ag counter	GPR7 antag	OXTR potentiate	GalR3 antag	PfM18AAP inh	MEKK2 mut-MEK5	OXTR agonist	NALP1 yeast inh	MEKK2 WT-MEK5
31. Cc1cc2c3c(ccc(C)c3n1)N=CN2c1ccccc1
 : -0.9	-16	-1	-3	-4	-6	-2.0	·	96
32. Cc1cc(C(=O)Nc2ncn[nH]2)ccc1[N+](=O)[O-]
 : 0.1	2	-4	-3	30*	-1	-0.4	-4	91
33. O=C(CN(Cc1ccccc1F)C(=O)Cn1nnc(-c2cccs2)n1)NC1CCCCC1
 : -0.6	-7	-8	-4	-9	-3	-0.4	34	90
34. COCCN(CCOC)S(=O)(=O)c1ccc(C(=O)Nc2nc3c(s2)CCc2ccccc2-3)cc1
 : 1.5	-4	-2	-3	1	-2	-0.1	38	98
35. COc1ccc(C(=O)c2c[nH]c(C(=O)NCCCN3CCOCC3)c2)cc1
 : 0.8	6	-11	0	2	4	0.8	24	102
36. Cc1cccc(NC(=O)c2cc3c(s2)-c2c(C)cccc2OC3)n1
 : 0.2	-2	-6	-3	-2	-22	0.7	·	92
37. O=C(Nc1cccc2c1CCCC2)C1CCN(C(=O)NC2CCCCC2)CC1
 : 0.0	-12	-4	-2	-5	-6	0.1	-14	99
38. Cc1nc(CSc2ccc(Cl)cc2)cc(N2CCOCC2)n1
 : -0.1	-2	-13	-1	6	3	-0.9	-3	103
39. CCC(C)Nc1nc(Cl)nc(N(C#N)CN2C(=O)c3ccccc3S2(=O)=O)n1 (stereo unspecified)
 : -1.1	-11	-2	-7	-14	-13	-0.9	17	80
40. CCn1c(SCc2ccccc2)nc2c1c(=O)[nH]c(=O)n2C
 : -0.2	-16	-9	-8	2	10	-1.9	12	113
41. CC(C)c1ccc(OCC(=O)NC(=S)Nc2ccc3c4c(cccc24)CC3)cc1
 : 0.5	-9	-2	-3	-5	1	2.2	2	96
42. Cn1c(=O)c2cc(NC(=O)c3ccccc3Cl)c(=O)oc2n(C)c1=O
 : 0.8	-5	-1	-6	2	1	0.8	-13	98
43. NS(=O)(=O)c1ccc(CCNC(=O)c2ccc(Cl)c(S(=O)(=O)NCc3ccco3)c2)cc1
 : 0.3	·	-3	0	·	·	0.6	·	·
44. O=C(Oc1ccc(-c2cnc3ccccc3n2)cc1)c1cc([N+](=O)[O-])ccc1Cl
 : -0.9	7	-13	0	10	-5	-0.6	23	97
45. CN1CCN(C(=O)CN(c2cccc(Cl)c2)S(=O)(=O)c2ccccc2)CC1
 : 1.0	0	-9	-7	11	1	0.9	-4	99
46. C/C=C/Cn1c(N(C)Cc2ccccc2)nc2c1c(=O)[nH]c(=O)n2C
 : -0.2	-3	-6	2	0	11	-0.7	21	109
47. CC(=O)Nc1ccc(NC(=O)c2ccc(COc3ccc4c(C)cc(=O)oc4c3)cc2)cc1
 : -1.2	-4	-4	·	-1	-1	0.6	21	100
48. CC(=O)Nc1ccc(S(=O)(=O)N(CCc2ccccc2)CC(=O)N/N=C/c2ccc(C(=O)O)cc2)cc1
 : 0.8	-3	-7	-7	-8	1	0.4	5	87
49. Cc1ccc(N)c(C(=O)CCCCC(=O)O)c1
 : 0.8	1	-2	-6	-8	2	0.7	19	100
50. CCOC(=O)c1[nH]c2ccc(F)cc2c1NC(=O)C(C)N1CCc2cc(OC)c(OC)cc2C1 (stereo unspecified)
 : 1.6	0	-16	-2	-6	5	-0.7	31*	110
51. CCOc1ccc(-c2ccc(SCC(=O)Nc3nnc(C)s3)nn2)cc1
 : 0.1	6	2	1	-4	-16	-1.9	0	82
52. CCc1cccc(C)c1NC(=O)CSc1nc2ccncc2[nH]1
 : -0.3	-8	-7	4	-6	1	-0.2	12	102
53. CN(C)CCNC(=O)C1(O)c2cc(Br)ccc2NC(=O)N1c1ccc(Cl)cc1 (stereo unspecified)
 : 0.4	-10	-6	-10	5	6	0.2	16	104
54. Cc1c(OCC(=O)NCCN2CCOCC2)ccc2c1oc(=O)c1ccccc12
 : 11	-4	-6	1	4	1	6.9	4	101
55. COc1ccc(C(=O)ON=C2CCN(C)CC2)cc1
 : -0.2	-12	-3	-7	-3	-13	0.1	11	81
56. Clc1ccc2[nH]c3c(c2c1)CNCC3
 : 1.9	-2	-14	-11	13	18	2.6	17	131

Screening data deposited in PubChem BioAssay by several laboratories.
